Nrf2 block – Nrf2 qHTS screen for inhibitors; A549 ARE-Fluc reporter, luciferase luminescence, 18-24 h; Potency, µM (series often up to 46 µM), for the others: at the top dose activity change, negative = inhibition, most hits filed as inhibitors; 2.1% of 360,000 active; further: potency means the concentration at half of the fitted maximal effect; on the % scale 0 is the no-effect control and ±100 the full control effect; nearly all actives have a fitted effect of over 60% in size
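In this cell-based qHTS, ARE-driven firefly luciferase in A549 cells reports Nrf2 activity; the luminescent signal after BugLite lysis is the measured value, with a prior CellTiter-Fluor read for cell health.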
A549 viability – Nrf2 qHTS screen for inhibitors: counterscreen for cytotoxicity. 0.16% of 390,000 active. Potency, µM (doses to about 46 µM), inactives show at the highest dose activity change, negative = cytotoxicity, most hits filed as inhibitors. A549 ARE-Fluc cells, CellTiter-Fluor viability, 18-24 h; further: potency means the concentration at half of the fitted maximal effect; on the % scale 0 is the no-effect control and ±100 the full control effect
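A549 ARE_Fluc cells in 5% FBS OPTI-MEM were exposed to compounds in concentration-response for 18-24 h at 37 deg C. Viability was read by CellTiter-Fluor fluorescence (Ex 405/Em 525) after 30 min, before the luciferase read.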
ATXN viability – Viability Counterscreen for Primary qHTS for Inhibitors of ATXN expression | 0.49% of 400,000 active | AID 651635, 2014 | Potency, µM (highest dose often 56.7 µM), hits mostly cytotoxic | S2 cells (HEK-293 line with an ATXN2-luciferase reporter) viability, CellTiter-Fluor protease fluorescence, 24 h; further: potency means the concentration at half of the fitted maximal effect; nearly all actives have a fitted effect of over 40% in size
TGFb SMAD3 inh – qHTS for Inhibitors of TGF-b; HepG2 CAGA-GFP TGF-b/SMAD3 reporter, GFP fluorescence, 18 h; TGF-beta stimulated, 500 pg/mL final; Potency, µM (doses to about 46.1 µM), for inactives: at the top dose activity, negative = inhibition, usual class: inhibitors; 1.2% of 410,000 active; further: potency means the concentration at half of the fitted maximal effect; on the % scale 0 is the no-effect control and ±100 the full control effect; nearly all actives have a fitted effect of over 65% in size
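Smad-responsive CAGA-GFP expression was quantified in HEPG2 cells exposed to compounds and 500 pg/mL final TGF-beta for 18 h at 37 degrees C; unstimulated wells defined full inhibition.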
HepG2 tox – qHTS for Inhibitors of TGF-b: Cytotox Counterscreen. Potency, µM (doses to about 46.1 µM), for inactives: at the top dose activity change, negative = cytotoxicity, hits mostly cytotoxic. HepG2 CAGA-GFP viability, ATP luminescence, 18 h. 0.76% of 410,000 active; further: potency means the concentration at half of the fitted maximal effect; some results filed as inactive show a strong effect at the top dose
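CellTiter-Glo luminescence gave cytotoxicity after 18 hours at 37 degrees C. The cells were HepG2 CAGA-GFP in 1% FBS DMEM, stimulated with 500 pg/mL TGF-beta after compound addition. %Activity was normalised to no-cell wells (complete cell-killing) and DMSO (no toxicity), and curves were fitted and classified.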
ATXN2 expr inh – Primary qHTS for Inhibitors of ATXN expression; Potency, µM (series often up to 57 µM), for the others: at the top dose activity change, negative = inhibition, usual class: inhibitors; 0.72% of 360,000 active; HEK-293 ATXN2-luciferase reporter, luminescence, 24 h; further: potency means the concentration at half of the fitted maximal effect; on the % scale 0 is the no-effect control and ±100 the full control effect; nearly all actives have a fitted effect of over 55% in size
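ATXN2-luciferase reporter cells (luciferase flanked by upstream and downstream ATXN2 gene portions) were treated 24 h at 37 °C with compounds at up to 57 uM. SteadyGlo luminescence gave expression; GF-AFC fluorescence gave viability.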
EPAC2 agonist – qHTS for Agonist of cAMP-regulated guanine nucleotide exchange factor 4 (EPAC2): primary screen; EPAC2 activation, biochemical qHTS; response scale: 100% = 6.5 mM cAMP response; Potency, µM (titrated, usually from 154 µM), without a hit: at the top dose activation, actives largely listed as activators; 0.079% of 360,000 active; AID 720711, 2013; further: potency means the concentration at half of the fitted maximal effect; nearly all actives have a fitted effect of over 50% in size
Target sequence (Q8WZA2 whole entry, looked up): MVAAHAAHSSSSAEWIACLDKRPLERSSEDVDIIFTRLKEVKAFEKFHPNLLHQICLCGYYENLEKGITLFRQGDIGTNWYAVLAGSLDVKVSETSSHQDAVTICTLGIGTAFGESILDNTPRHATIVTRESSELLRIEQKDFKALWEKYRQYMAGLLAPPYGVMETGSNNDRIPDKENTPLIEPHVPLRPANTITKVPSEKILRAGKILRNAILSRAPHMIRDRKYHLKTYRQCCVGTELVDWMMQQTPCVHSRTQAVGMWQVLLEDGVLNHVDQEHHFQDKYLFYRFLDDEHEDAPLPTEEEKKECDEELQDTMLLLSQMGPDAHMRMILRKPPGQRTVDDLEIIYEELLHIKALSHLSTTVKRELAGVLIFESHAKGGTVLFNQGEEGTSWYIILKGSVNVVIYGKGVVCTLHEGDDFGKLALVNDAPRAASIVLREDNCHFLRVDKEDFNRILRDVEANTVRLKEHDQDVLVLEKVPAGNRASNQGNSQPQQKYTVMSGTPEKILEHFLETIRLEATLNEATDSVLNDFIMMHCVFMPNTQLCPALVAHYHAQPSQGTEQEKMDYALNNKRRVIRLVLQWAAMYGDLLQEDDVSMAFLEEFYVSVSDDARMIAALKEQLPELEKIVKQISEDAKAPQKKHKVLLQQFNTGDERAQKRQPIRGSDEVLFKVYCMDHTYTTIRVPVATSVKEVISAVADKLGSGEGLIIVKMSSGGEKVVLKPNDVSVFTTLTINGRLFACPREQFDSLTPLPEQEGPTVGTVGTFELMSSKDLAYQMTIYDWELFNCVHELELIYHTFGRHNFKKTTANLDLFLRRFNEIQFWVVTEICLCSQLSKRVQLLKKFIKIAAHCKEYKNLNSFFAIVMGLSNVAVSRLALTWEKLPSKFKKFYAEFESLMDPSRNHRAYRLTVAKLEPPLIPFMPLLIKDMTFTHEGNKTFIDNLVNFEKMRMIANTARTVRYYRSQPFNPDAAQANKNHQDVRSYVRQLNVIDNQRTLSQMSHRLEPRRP
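In this primary screen, activation is scored as increased exchange of BODIPY-GDP from Rap1B by 100 nM EPAC2, with 50 uM GDP as competitor. Signal is normalized to the 6.5 mM cAMP agonist control.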
IL-2 act – qHTS of IL-2 Activators. IL-2 activation reporter assay, cell-based qHTS; stimulated with anti-CD3/CD4/CD28 beads; in transgenic mouse T cells. activation, % (series mostly up to about 46 µM). 0.065% of 360,000 active. AID 652025, 2013; in the data active means activation above about 50%; inconclusive means mostly about 30% to 49%; further: 0% is about no effect
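Readout: EGFP and DsRed signals by fluorescent plate cytometry. Unstimulated transgenic mouse T cells received compound 60 min before antibody-bead stimulation, then incubated 18 h at 37 degrees C.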
Nrf2 activator – qHTS of Nrf2 Activators; AREc32 ARE-luciferase reporter (MCF7-derived line), luminescence, 24 h; Potency, µM (doses to about 46.1 µM), inactives show at the top dose activation, actives largely listed as activators; 0.31% of 410,000 active; further: potency means the concentration at half of the fitted maximal effect; % of control where 0% means no effect; nearly all actives have a fitted effect of over 65% in size
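Steps: seed AREc32_Fluc cells (1000/well, 5% FBS OPTI-MEM); incubate overnight at 37 deg C; add 23 nL compound; incubate 24 hr; add Steady-Glo; hold 30 min RT; read luminescence.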
* = called active by the depositor; [ ] = dose if it differs, or a comment. Unless noted, the call rests on the fitted dose curve; in most records, active means well fitted curve in the direction sought with a large enough effect; inconclusive means small, poorly fitted or top-dose-only effect, or another doubt; inactive means no such curve, though single readings can be large; an effect the other way counts as inactive or inconclusive.

What do the screens show for `NCC(=O)Nc1ccc(Br)cc1`?
Nrf2 block: 4.6%; A549 viability: -6.9%; ATXN viability: inactive; TGFb SMAD3 inh: 0.0%; HepG2 tox: -20.7%; ATXN2 expr inh: -15.3%; EPAC2 agonist: 3.6%; IL-2 act: -1.9; Nrf2 activator: 3.1%

Results for COc1ccccc1C(=O)Nc1ccc(N2CCN(S(C)(=O)=O)CC2)cc1 ?
Nrf2 block: 4.8%; A549 viability: 0.9%; ATXN viability: inactive; TGFb SMAD3 inh: 4.2%; HepG2 tox: -26.3%; ATXN2 expr inh: 9.4%; EPAC2 agonist: 0.6%; IL-2 act: -2.3; Nrf2 activator: -0.1%

Results for CC1CCCN(CCCNC(=O)CCn2nc(-c3ccccc3)ccc2=O)C1 (stereo not given) ?
Nrf2 block: 1.1%; A549 viability: -2.3%; ATXN viability: inactive; TGFb SMAD3 inh: inconclusive; HepG2 tox: 17.5%; ATXN2 expr inh: -2.0%; EPAC2 agonist: -0.6%; IL-2 act: 2.2; Nrf2 activator: 0.4%

How did Nc1nc(NCc2ccc(F)cc2)c2[nH]cnc2n1 do in these assays?
Nrf2 block: 20.5%; A549 viability: 10.0%; TGFb SMAD3 inh: -23.1%; HepG2 tox: -5.2%

How did CCc1ccc2oc(C(=O)Nc3sc4c(c3C(=O)NC)CCCC4)cc(=O)c2c1 do in these assays?
Nrf2 block: 5.8%; A549 viability: -0.1%; ATXN viability: inactive; TGFb SMAD3 inh: 22.9%; HepG2 tox: 8.2%; ATXN2 expr inh: 11.0%; Nrf2 activator: -0.1%

How did CCn1nc(NS(=O)(=O)c2ccccc2[N+](=O)[O-])c2cc3ccc(C)cc3nc21 do in these assays?
Nrf2 block: -8.1%; A549 viability: -9.2%; ATXN viability: inactive; TGFb SMAD3 inh: 1.7%; HepG2 tox: 1.4%; ATXN2 expr inh: 0.9%; EPAC2 agonist: 0.9%; IL-2 act: -0.6; Nrf2 activator: -0.5%

Results for O=C(COC(=O)c1ccco1)NCc1cccs1 ?
Nrf2 block: 26.4%; A549 viability: 6.2%; ATXN viability: inactive; TGFb SMAD3 inh: -5.0%; HepG2 tox: 6.6%; ATXN2 expr inh: 1.4%; EPAC2 agonist: 4.0%; IL-2 act: 0.4; Nrf2 activator: -0.6%

How did COc1cccc(/C=N/NC(=O)CSc2ccccc2C)c1O do in these assays?
Nrf2 block: 1.0%; A549 viability: 0.6%; ATXN viability: inactive; TGFb SMAD3 inh: inconclusive; HepG2 tox: -5.8%; ATXN2 expr inh: inconclusive; EPAC2 agonist: -7.8%; IL-2 act: -1.5; Nrf2 activator: 0.4%

How did Cc1ccc(NC(=O)CSCC(=O)Nc2nnc(C)s2)cc1 do in these assays?
Nrf2 block: 14.0%; A549 viability: -9.3%; ATXN viability: inactive; TGFb SMAD3 inh: -4.4%; HepG2 tox: -0.6%; ATXN2 expr inh: 3.8%; EPAC2 agonist: 3.5%; IL-2 act: -2.8; Nrf2 activator: -0.4%

What do the screens show for `Cc1ccc(Cn2c(=N)n(CC(O)COc3ccccc3)c3ccccc32)cc1` (stereo not given)?
Nrf2 block: -12.0%; A549 viability: 0.4%; ATXN viability: inactive; TGFb SMAD3 inh: inconclusive; HepG2 tox: 2.82µM*; ATXN2 expr inh: -23.9%; EPAC2 agonist: -1.0%; IL-2 act: -0.7; Nrf2 activator: 3.5%

What do the screens show for `Cn1c(-c2ccccc2)c(/C=N/NC(=O)c2cccnc2)c2ccccc21`?
Nrf2 block: inconclusive; A549 viability: 4.0%; ATXN viability: inactive; TGFb SMAD3 inh: -4.4%; HepG2 tox: 7.9%; ATXN2 expr inh: 60.5%[activator]; EPAC2 agonist: 8.1%; IL-2 act: -0.1; Nrf2 activator: 7.9%

What do the screens show for `O=C(Nc1ccc2c(c1)OCO2)c1ccc(Cl)s1`?
A549 viability: -4.4%; ATXN viability: inactive; TGFb SMAD3 inh: -5.0%; HepG2 tox: -5.3%; ATXN2 expr inh: 81.1%[activator]; EPAC2 agonist: 2.3%; IL-2 act: 0.8; Nrf2 activator: 3.4%

What do the screens show for `N#Cc1cccc(NC(=O)CN2C(=O)NC(Cc3ccccc3)C2=O)c1` (stereo not given)?
Nrf2 block: 18.6%; A549 viability: 0.8%; TGFb SMAD3 inh: 6.8%; HepG2 tox: 7.3%; EPAC2 agonist: -3.5%; IL-2 act: -0.6; Nrf2 activator: 3.2%

How did COc1ccc(S(=O)(=O)ON=C2CC(C)(C)N(C(C)=O)C(C)(C)C2)cc1 do in these assays?
Nrf2 block: 13.0%; A549 viability: 7.5%; ATXN viability: inactive; TGFb SMAD3 inh: -5.4%; HepG2 tox: -13.1%; ATXN2 expr inh: -21.1%; EPAC2 agonist: 6.4%; IL-2 act: -0.1; Nrf2 activator: -0.6%

How did CCOC(=O)[C@@H]1[C@H]2COc3ccc(Br)cc3[C@H]2N2C(=O)N(c3ccc(C(F)(F)F)cc3)C(=O)[C@]12C do in these assays?
Nrf2 block: 1.2%; A549 viability: 1.5%; ATXN viability: inactive; TGFb SMAD3 inh: -28.7%; HepG2 tox: -4.8%; ATXN2 expr inh: 5.8%; EPAC2 agonist: 0.0%; IL-2 act: 1.1; Nrf2 activator: 0.5%

How did Cc1cc(C(=O)Nc2ccc(C(=O)O)cc2)c(C)o1 do in these assays?
Nrf2 block: 1.1%; A549 viability: -18.4%; ATXN viability: inactive; TGFb SMAD3 inh: 37.0%[activator]; HepG2 tox: -16.1%; ATXN2 expr inh: 19.7%; EPAC2 agonist: 4.9%; IL-2 act: 1.4; Nrf2 activator: -0.7%

What do the screens show for `CC1(C)CC(=O)C(C=NCCN2CCN(C(=S)Nc3ccc(F)cc3)CC2)=C(O)C1`?
Nrf2 block: -1.0%; A549 viability: 10.0%; ATXN viability: inactive; TGFb SMAD3 inh: 7.6%; HepG2 tox: -1.0%; ATXN2 expr inh: -5.9%; EPAC2 agonist: 8.0%; IL-2 act: -1.5; Nrf2 activator: 0.3%

What do the screens show for `COc1cccc(NC(=O)CN2C(=O)c3cccc4cccc2c34)c1`?
Nrf2 block: 1.4%; A549 viability: 0.0%; TGFb SMAD3 inh: -1.2%; HepG2 tox: -14.2%; ATXN2 expr inh: -11.4%; Nrf2 activator: -0.1%

How did O=P(O)(O)c1ccccc1OCc1ccccc1 do in these assays?
Nrf2 block: 18.2%; A549 viability: -0.8%; ATXN viability: inactive; TGFb SMAD3 inh: 2.0%; HepG2 tox: -21.3%; ATXN2 expr inh: 4.5%; EPAC2 agonist: 0.4%; IL-2 act: 0.1; Nrf2 activator: 0.3%

Results for CCN(CC)C(=O)c1oc2ccc(S(=O)(=O)N3CC(C)CC(C)C3)cc2c1C (stereo not given) ?
Nrf2 block: 8.2µM*; A549 viability: 0.0%; ATXN viability: inactive; TGFb SMAD3 inh: inconclusive; HepG2 tox: -20.2%; ATXN2 expr inh: inconclusive; EPAC2 agonist: 15.7%; IL-2 act: -3.2; Nrf2 activator: 0.1%

How did O=C(NC(Cc1ccccc1)C(=O)O)/C(=C\c1cccc([N+](=O)[O-])c1)NC(=O)c1ccco1 (stereo not given) do in these assays?
Nrf2 block: 16.1%; A549 viability: 3.0%; ATXN viability: inactive; TGFb SMAD3 inh: inconclusive; HepG2 tox: -18.8%; ATXN2 expr inh: -1.3%; EPAC2 agonist: -0.7%; IL-2 act: -0.5; Nrf2 activator: 12.5%

What do the screens show for `CC(C)CCOC(=O)C1C2C=CC3(CN(Cc4cccs4)C(=O)C13)O2` (stereo not given)?
Nrf2 block: 13.9%; A549 viability: 0.2%; ATXN viability: inactive; TGFb SMAD3 inh: -3.3%; HepG2 tox: -4.8%; ATXN2 expr inh: -0.6%; EPAC2 agonist: 1.2%; IL-2 act: -1.8; Nrf2 activator: 0.5%

Results for O=C(CN1C(=O)c2ccccc2C1=O)NCc1ccc(C(=O)O)cc1 ?
Nrf2 block: -0.8%; A549 viability: -2.0%; ATXN viability: inactive; TGFb SMAD3 inh: -3.2%; HepG2 tox: 0.9%; ATXN2 expr inh: 3.7%; EPAC2 agonist: 4.1%; IL-2 act: -0.8; Nrf2 activator: -0.2%

Results for Oc1ccccc1-c1nc(NCc2ccccc2)c2ccccc2n1 ?
Nrf2 block: inconclusive; A549 viability: 9.3%; ATXN viability: inactive; TGFb SMAD3 inh: -9.0%; HepG2 tox: -6.1%; ATXN2 expr inh: -33.1%; EPAC2 agonist: 0.3%; IL-2 act: 0.0; Nrf2 activator: 2.5%

Results for O=C(Cc1ccon1)c1ccc(O)cc1O ?
Nrf2 block: 2.7%; A549 viability: 6.6%; ATXN viability: inactive; TGFb SMAD3 inh: 3.7%; HepG2 tox: 8.6%; ATXN2 expr inh: 0.8%; EPAC2 agonist: 0.2%; IL-2 act: 4.2; Nrf2 activator: -0.2%

How did Cc1sc(NC(=O)c2ccccc2)c(C(=O)NCCN(C)C)c1C do in these assays?
Nrf2 block: -29.4%; A549 viability: 5.9%; ATXN viability: inactive; TGFb SMAD3 inh: -2.1%; HepG2 tox: 3.1%; ATXN2 expr inh: -26.7%; EPAC2 agonist: 0.2%; IL-2 act: 2.4; Nrf2 activator: 0.2%

Results for CC(Cc1cccs1)NC(=O)Nc1ccc(Cl)cc1 (stereo not given) ?
Nrf2 block: 1.4%; A549 viability: -15.1%; ATXN viability: inconclusive; TGFb SMAD3 inh: -1.0%; HepG2 tox: -10.9%; ATXN2 expr inh: 44.6%[activator]; EPAC2 agonist: 5.5%; IL-2 act: -0.8; Nrf2 activator: 3.8%
